# D2 PAM – positive allosteric modulators of human D2 dopamine receptor. 340,000 tested, 0.34% active. potentiation, % at 10 µM. HEK293 T-REx D2, calcium flux, EC20 dopamine potentiation;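 active means potentiation over 3 SD above the plate norm, cut at about 30% in these data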; further: 0% is about no effect
# Target sequence (P14416 whole entry, looked up): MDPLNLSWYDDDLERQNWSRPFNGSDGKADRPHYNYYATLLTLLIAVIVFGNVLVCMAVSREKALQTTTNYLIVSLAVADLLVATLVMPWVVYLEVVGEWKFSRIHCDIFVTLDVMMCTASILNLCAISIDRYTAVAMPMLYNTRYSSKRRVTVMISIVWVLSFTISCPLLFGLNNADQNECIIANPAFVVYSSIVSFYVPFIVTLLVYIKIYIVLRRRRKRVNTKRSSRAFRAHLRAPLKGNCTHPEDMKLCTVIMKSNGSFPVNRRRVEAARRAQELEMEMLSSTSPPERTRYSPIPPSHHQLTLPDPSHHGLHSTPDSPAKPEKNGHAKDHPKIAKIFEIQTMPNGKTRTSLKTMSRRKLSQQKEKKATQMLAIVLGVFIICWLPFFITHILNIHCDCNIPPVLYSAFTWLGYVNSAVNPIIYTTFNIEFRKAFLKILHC
#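 Potentiation of an EC20 dopamine calcium response measured kinetically over 180 s, after a preceding 180 s compound-only read flagging agonists. Cells: inducible Hek293 Trex D2 line, 4000/well, cultured overnight at 30 C before dye loading.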
# TRHR agonist – TRH receptor (human) agonism | TRHR cells, calcium flux fluo-8, FDSS agonist mode | activation, % at 2 µM | 360,000 tested, 0.18% active | AID 493084; further: 0% is about no effect
# Target sequence (P34981 whole entry, looked up): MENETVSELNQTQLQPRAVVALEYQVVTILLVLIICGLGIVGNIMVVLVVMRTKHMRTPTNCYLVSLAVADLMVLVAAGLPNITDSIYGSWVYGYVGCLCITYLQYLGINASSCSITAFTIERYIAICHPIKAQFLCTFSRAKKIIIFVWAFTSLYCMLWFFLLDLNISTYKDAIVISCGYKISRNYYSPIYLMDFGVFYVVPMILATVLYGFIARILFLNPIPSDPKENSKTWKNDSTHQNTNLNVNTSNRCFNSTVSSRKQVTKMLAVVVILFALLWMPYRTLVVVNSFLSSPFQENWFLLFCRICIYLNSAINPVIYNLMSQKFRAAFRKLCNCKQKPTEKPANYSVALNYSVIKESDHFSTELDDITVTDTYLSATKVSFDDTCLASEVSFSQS
#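 In this calcium-flux screen, cells bearing human TRHR are dye-loaded with fluo-8, baselined for 10 cycles, then exposed to library compounds; positive kinetic calcium responses during the agonist phase mark hits, with TRH as control.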
# D2 antag – D2 dopamine receptor (human) antagonism. P14416. HEK293 TREx D2 cells, calcium flux, dopamine EC80. inhibition, % at 10 µM. 340,000 tested, 2% active. AID 485344; in the data active means inhibition above about 30%; further: 0% is about no effect
#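 Tetracycline-induced HEK293 TREx cells expressing D2 receptor forced-coupled to calcium signalling, loaded with no-wash calcium dye. Compounds added and calcium flux read 180 s, then dopamine added at EC80 and read a further 180 s.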
# D2 agonist – agonists of human D2 dopamine receptor; P14416; HEK293 T-REx D2 cells, calcium flux agonist mode; activation, % at 2 µM; 340,000 tested, 0.53% active;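 active means activation over 3 SD above normal in the single-dose calcium agonist read, cut at about 30% in these data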; further: 0% is about no effect
#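 Agonism is scored from calcium flux in a force-coupled, inducible HEK293 cell line expressing D2, read kinetically for 180 s after compound addition against dopamine controls.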
# D1 antag – antagonists of human D1 dopamine receptor; P21728; HEK293 TREx D1 cells, calcium flux, dopamine EC80; hits give low values; activity change, negative = inhibition, % at 10 µM; 360,000 tested, 3.2% active; in the data active means activity change below about -30%; further: on the % scale 0 is the no-effect control and ±100 the full control effect
#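 Tetracycline-induced HEK293 Trex D1 cells, force-coupled to calcium, dye-loaded; compounds added and read 180 s, then EC80 dopamine added and calcium flux tracked kinetically another 180 s.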
# RXFP1 antagonist – RXFP1 (human) relaxin receptor antagonism; Q9HBX9; 350,000 tested, 0.59% active; activity change, negative = inhibition, % at 57.5 µM; HEK293-RXFP1, relaxin-stimulated cAMP HTRF, 30 min; hits give low values;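 active means activity change of -60% or lower, but not beyond a set lower limit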; further: on the % scale 0 is the no-effect control and ±100 the full control effect
# D1 ag – agonists of human D1 dopamine receptor; P21728; HEK293 T-REx D1 cells, calcium flux, agonist mode; activation, % at 2 µM; 360,000 tested, 1% active; further: 0% is about no effect
#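 Tetracycline-induced HEK293 TREx D1 cells, force-coupled to calcium signalling, were dye-loaded with a no-wash calcium kit. Compound was pin-added after a 10 s baseline. Fluorescence was read kinetically at 1 cycle/s for 180 s, with calcium rises flagged as agonism.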
# TRHR PAM – allosterically enhances the human TRH receptor | P34981 | TRHR cells, fluo-8 calcium fluorescence, EC20 TRH enhancement | enhancement, % at 2 µM | 360,000 tested, 0.66% active; in the data active means enhancement above about 30%; further: 0% is about no effect
#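 TRHR-expressing cells loaded with fluo-8 calcium dye were read kinetically (ex 480/em 530) during compound addition, then stimulated with an EC20 of TRH (10 nM final). Enhancement of the Gq-mediated intracellular calcium response was scored.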
# D1 PAM – enhances dopamine response at the human D1 receptor. P21728. HEK293 TREx D1 cells, calcium flux, dopamine EC20 potentiation. potentiation, % at 10 µM. 360,000 tested, 0.036% active. AID 504651; in the data active means potentiation above about 30%; further: 0% is about no effect
# An asterisk follows results filed as active; . = no result given; & = joins results of further samples. Unless noted, no stated cut-off is given here; in the data, active means activation above about 30%; inactive means the rest.
# Fields – RXFP1 antagonist, D1 ag, D1 PAM, TRHR agonist, D1 antag, D2 PAM, TRHR PAM, D2 agonist, D2 antag
- COc1ccccc1C(=O)Nc1nnc(C)s1
→ 12, -1, -1, 0.6, ., 4, 5, 0.4, -4
- O=C(CSCc1ccco1)Nc1cc(C(F)(F)F)ccc1N1CCOCC1
→ 14, 1, -1, -1.8, 1, -9, 1, -0.3, 2
- COc1cc(C2C(C#N)=C(N)OC3=C2C(=O)CCC3)ccc1OC(=O)N1CCOCC1 (stereo not drawn)
→ -12, -2, 2, 0.4, 10, -11, 1, 0.6, 1
- CN(C)/C=N/c1sccc1C(N)=O
→ -2, 1, -4, 0.8, -8, 3, -1, -0.6, -3
- Cc1ccccc1CSCC(=O)NCCSc1ccccn1
→ -2, 3, -2, 0.3, 0, -4, -3, -0.1, -7
- CCOc1c(Nc2ccc(C(C)C)cc2)c(=O)c1=O
→ 0, 2, -1, -1.0, -6, ., -2, ., .
- O=[N+]([O-])c1cccc(NC(=S)N2CCc3ccccc32)c1
→ -3, 2, 0, -0.4, -22, -1, 1, -0.5, -2
- CCOC(=O)c1c(C)[nH]c(C(=O)NNC(=O)c2ccc(C(C)(C)C)cc2)c1C
→ -12, 7, -4, -0.4, 4, 9, 2, -0.8, -1
- COC(=O)C1=C(C)NC(=O)C1(NC(=O)c1ccc(Cl)cc1)C(F)(F)F (stereo not drawn)
→ 14, 3, 1, 1.0, -21, 0, -6, 0.0, .
- Cc1cccc(N(C)C(CNS(=O)(=O)c2ccccc2)c2ccccc2)c1 (stereo not drawn)
→ -12, 3, -3, -1.1, -8, 1, 5, 1.2, .
- COc1ccc2cc(C(=O)C3CCCN(C(=O)CCc4cnn(C)c4)C3)ccc2c1 (stereo not drawn)
→ -9, 2, -3, -0.8, 9, 4, -2, -0.5, -2
- O=C(CSc1nc2c([nH]c3ccccc32)c(=O)n1-c1ccc(F)cc1)Nc1ccc2c(c1)OCCO2
→ -39, 2, -4, -0.3, -4, -4, -3, 0.5, .
- CCOC(=O)COc1ccc2c(c1)C(=O)CC1(CCCCC1)O2
→ 2, 3, -6, 0.0, -5, -22, -1, -2.1, -7
- CCN(CC)c1ccc(/C=C(\C#N)c2ccccn2)cc1
→ -20, 35*, -2, 3.4, -87*, 11, 0, 2.3, 0
- CON(c1nc(N(C)C)nc(N(C)C)n1)S(=O)(=O)c1ccccc1Cl
→ 3, 1, 8, 0.6, -3, -9, -9, 2.2, 4

# Marked active in D1 antag, among the entries above:
smiles	RXFP1 antagonist	D1 ag	D1 PAM	TRHR agonist	D1 antag	D2 PAM	TRHR PAM	D2 antag
CCN(CC)c1ccc(/C=C(\C#N)c2ccccn2)cc1	-20	35*	-2	3.4	-87*	11	0	0

# (further entries)
# Fields – RXFP1 antagonist, D1 ag, D1 PAM, TRHR agonist, D1 antag, D2 PAM, TRHR PAM, D2 agonist, D2 antag
- O=C(NC1CCCCCCC1)C1CCN(S(=O)(=O)N2CCC3(CC2)OCCO3)CC1
→ 13, 4, -1, -0.4, 16, -6, -8, -0.7, 2
- CCc1ccc(-c2c(C)sc(NC(=O)C3CCC3)c2C#N)cc1
→ -8, 2, -7, 1.3, 4, -6, 7, 0.1, 4
- CCOc1ccccc1C(=O)N(Cc1ccco1)Cc1ccco1
→ -23, -1, -2, -1.1, 11, -3, -6, -0.6, .
- C/C(Cn1cnc([N+](=O)[O-])n1)=N\NC(=O)c1ccccc1O
→ 6, 2, -10, 0.3, -15, 3, -2, 0.1, 0
- COc1ccc(NC(=O)Cc2ccsc2)cc1S(=O)(=O)N1CCOCC1
→ -12, 3, 3, 0.2, -1, 1, -1, 0.6, 5
- CCOc1ccc(NC(=O)Cn2c(=O)cc(C)c3c(C)nn(-c4cccc(Cl)c4C)c32)cc1
→ ., 4, -3, 0.4, 3, 5, -7, -0.3, .
- O=c1cc(-c2ccccc2)nc(Cc2c(Cl)cccc2Cl)[nH]1
→ 0, 4, -1, 0.7, 30, 5, 31*, 0.6, -5
- Oc1ccc(C[C@H]2CNCCN2CC2(c3ccccc3)CC2)cc1
→ ., 4, -3, 0.3, -10, -17, 4, 0.3, -18
- COC(=O)c1cccc(Oc2nc3c(c(=O)n(C)c(=O)n3C)n2C(C)C)c1
→ ., 2, 1, -0.3, 4, 0, 0, -0.3, -8
- CCCCc1nc2cc(C(=O)NCc3cn(C)nc3C)ccc2o1
→ 8, -1, -10, 1.8, 0, -6, -6, 1.2, 0
- Cc1nc2ncnn2c(C)c1CCC(=O)Oc1ccccc1
→ -1, 5, 2, 0.1, 3, -9, -5, 0.1, 16
- O=S(=O)(c1ccc(C2CCCCC2)cc1)N1CCOCC1
→ 8, 7, -6, -0.8, -26, 20, 0, -0.1, 10
- CC(=O)c1ccc(NS(=O)(=O)c2cc(-c3cnc(C4CC4)o3)ccc2C)cc1
→ -4, 0&0, -2&1, -0.7&-0.3, 1&-5, 8&-7, -3&2, -0.7, 28
- O=C(CNC(=O)c1ccc(Cl)cc1Cl)OCC(=O)N1CCCC1
→ -8, 1, -1, 0.5, -23, 14, 1, 0.2, -8
- COC(=O)C1=C(C(=O)OC)[C@@H]2N(C)c3ccc(OC)cc3[C@@]23C[C@@H](C(=O)OC)N(S(=O)(=O)c2ccc(OC)cc2)C3=N1
→ ., 1, 2, -0.3, 27, -6, 8, -0.2, -27
- CCCSc1nc(N)cc(=O)[nH]1
→ -13, 4, 3, 1.1, -2, 6, 1, 0.5, 6
- O=C(COc1ccc(Br)cc1)Nc1cccc2cccnc12
→ -13, 21, 1, 1.2, 9, -1, -4, 0.6, .
- CC(=O)Nc1ccc(/C(C)=N/NS(=O)(=O)c2ccccc2)cc1
→ 2, 3, -5, -0.2, -3, -13, -3, -0.9, -7
- COc1ccc(-c2cncnc2-c2ccc(OC)cc2O)cc1
→ -3, 0, -7, -1.1, -2, 10, 1, -0.6, -2
- Cc1ccccc1CC(=O)NC1CCN(Cc2ccccc2)CC1
→ -2, -2, -3, 0.2, -18, -37, -3, 0.3, 56*
- Cc1ccc(N2C(=O)C3NN=C(C(=O)OCc4ccccc4)C3C2=O)cc1 (stereo not drawn)
→ 2, 1, 0, -0.2, 11, 6, -7, -0.7, 9
- COc1cc(CNCc2ccccn2)ccc1OCc1ccc(Cl)c(Cl)c1
→ -9, 23, 5, 1.0, -7, 5, 3, 6.0, -9
- COCCNC(=O)Cn1c(=O)n(CCCCCC(=O)NCc2ccccc2Cl)c(=O)c2sccc21
→ -10, -3, 0, 1.5, 3, ., -5, ., .
- O=C(CSc1nc2ccccc2c(=O)[nH]1)Nc1ccccc1N1CCOCC1
→ 13, 1, 3, 0.1, -1, 5, -3, 0.6, -14
- COc1ccc(C(CNC(=O)c2ccc(N3CCCC3=O)cc2)N2CCCC2)cc1 (stereo not drawn)
→ 1, -1, ., -0.1, -12, -5, 1, 0.0, -13
- CC(=O)/C=C\c1ccc(OC(=O)c2cccnc2)cc1
→ -4, 3, 0, 0.1, 12, 3, -6, 0.5, 6
- Nc1c(N)c2ccccc2oc1=O
→ -5, 2, -1, 0.1, 2, 4, 5, 0.7, 22
- COc1ccc(S(=O)(=O)Nc2ccc(F)c(F)c2)cc1Cl
→ 14, 12, -9, -0.6, -8, ., 8, ., .
- CN(C)Cc1c(-c2ccc(Cl)cc2)nc2ccc(Cl)cn12
→ 2, 0, -5, -0.9, -12, -3, 0, 1.1, 13
- Cc1ccc(N2CC(C(=O)NCCC(C)C)CC2=O)cc1 (stereo not drawn)
→ -8, 1, -6, 0.0, -17, -3, -4, 1.8, 7

# Profiles, quoted from the list. Order of screens: RXFP1 antagonist	D1 ag	D1 PAM	TRHR agonist	D1 antag	D2 PAM	TRHR PAM	D2 agonist	D2 antag
# Entry for COc1cc(CNCc2ccccn2)ccc1OCc1ccc(Cl)c(Cl)c1 → -9	23	5	1.0	-7	5	3	6.0	-9
# Entry for CCCSc1nc(N)cc(=O)[nH]1 → -13	4	3	1.1	-2	6	1	0.5	6
# Entry for COc1ccc(C(CNC(=O)c2ccc(N3CCCC3=O)cc2)N2CCCC2)cc1 (stereo not drawn) → 1	-1	.	-0.1	-12	-5	1	0.0	-13
# Entry for O=C(COc1ccc(Br)cc1)Nc1cccc2cccnc12 → -13	21	1	1.2	9	-1	-4	0.6	.
# Entry for Cc1ccc(N2C(=O)C3NN=C(C(=O)OCc4ccccc4)C3C2=O)cc1 (stereo not drawn) → 2	1	0	-0.2	11	6	-7	-0.7	9

# (further entries)
# Fields – RXFP1 antagonist, D1 ag, D1 PAM, TRHR agonist, D1 antag, D2 PAM, TRHR PAM, D2 agonist, D2 antag
- Cc1ccc(Oc2ncc(CN3CC(C)OC(C)C3)s2)cc1 (stereo not drawn)
→ -3, 1, -3, 0.4, -2, -19, -4, -0.5, 11
- COc1ccc(NC(=O)CSc2nccn2Cc2ccc3c(c2)OCO3)cc1
→ -3, -2, 12, -0.2, 7, 10, 3, 0.1, .
- O=C(Cn1ncc2c([nH]c3ccccc32)c1=O)NCCCN1CCN(c2ccc(F)cc2)CC1
→ -2, 1, -3, -0.5, -8, -17, 5, 5.2, .
- COc1ccc(OC)c(NC(=O)CSc2nnc(CNC(=O)COc3ccc(Cl)cc3)o2)c1
→ 2, 12, -8, -0.9, -16, -2, 2, -0.6, 0
- OCC[C@@H]1C[C@H](O)[C@@H](O)[C@@]2(OCCc3ccccc32)O1
→ ., 1, 1, 0.9, -11, -6, 3, -1.2, 7
- O=C(c1ccco1)N1CCN(C(=O)c2ccc(-c3ccc(Cl)cc3)o2)CC1
→ -8, 7, ., 0.4, 1, 8, -6, -3.2, -14
- CC(CC(=O)NCCc1ccc(F)cc1)c1ccccc1 (stereo not drawn)
→ 5, 4, 0, 0.4, 13, 3, 30, -0.4, -4
- N=C1SCC(=O)N1/N=C/c1ccccc1
→ 3, 1, -5, 0.6, 5, ., -3, 0.2, 9
- COc1ccc(CNC(=O)c2cc(C3CC3)nc3c2c(C)nn3-c2cccc(Cl)c2C)cc1
→ -4, 3, 0, 0.4, 8, -3, -11, 0.0, .
- CC(C)CNC(=O)c1ccc(Cl)c(N)c1
→ ., 0, 9, 1.7, -2, 2, -11, -1.2, -1
- O=C1COc2ccc(C(=O)COC(=O)Cc3c(F)cccc3Cl)cc2N1
→ -12, 12, 1, -0.3, -31*, 2, -2, 0.0, 6
- CC(=O)Oc1ccc(C(=O)Nc2cc(C)ccc2NC(=O)COc2ccccc2)cc1
→ -7, 3, 6, 0.1, 6, 5, 2, 1.4, -5
- O=C(CN(C(=O)c1csnn1)c1ccc(F)cc1)NCc1ccc(F)cc1
→ 3, 1, 0, -1.8, -10, 7, -6, 0.6, 11
- CC(C)(C)c1ccc(COn2ccnc2)cc1
→ 3, 6, -12, -2.1, -16, 9, -2, -3.8, 5

# Screening data from PubChem.
